# Assay outcomes: PubChem BioAssay, National Center for Advancing Translational Sciences (NCATS)
# IL1B secr inh – blocks inflammasome-driven IL-1 beta release. AID 743279. activity change, % at 57.5 µM. hit rate 4.7% among 360,000. THP-1 LPS/ATP IL-1B secretion, AlphaLISA, 16 h; stronger effect = lower value; in the data active = activity change below about -50%; inconclusive = mostly about -30% to -49%; also: % is scaled to controls: 0 for no effect and ±100 for the full control effect
#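 THP-1 cells pretreated 1 hr with compounds (up to 57.5 uM final), then stimulated with LPS (250 ng/mL final) plus ATP (1.25 mM final); secreted IL-1B measured by AlphaLISA after 16 hr, decreased signal indicating inhibition.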
# KB-V1 cytotox – kills drug-selected multidrug resistant KB-V1 cells. Potency, µM (top dose mostly 46.1 µM), without a hit: at the highest dose activity change, negative = cytotoxicity, most hits filed as cytotoxic. hit rate 3.4% among 400,000. KB-V1 MDR cells viability, CellTiter-Glo, 72 h; also: potency is read from the fitted curve at half-maximal effect; % is scaled to controls: 0 for no effect and ±100 for the full control effect; nearly all actives have a fitted effect of over 60% in size
#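 Readout: CellTiter-Glo luminescence, 10 min after addition. Cells: KB-V1 MDR subline, 72 h at 37 degrees C with compound. Analysis: corrected, normalized data fitted to concentration-effect curves.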
# HT1080 IDH1KD tx – HT-1080 IDH1 knockdown cell toxicity (counter line); HT-1080 IDH1 knockdown viability, ATP luminescence, 48 h; Potency, µM (highest dose often 46.1 µM), for inactives: top-dose activity, negative = toxicity, hits mostly cytotoxic; hit rate 2% among 360,000; AID 686971;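 also: potency is read from the fitted curve at half-maximal effect; 0% = DMSO wells and -100% = cell-free medium wells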
#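 Luminescent ATP read-out (CellTiter-Glo, 10 min at room temperature) after 48 h compound exposure at 37 °C gave viability of IDH1-knockdown HT-1080 cells. Activity was normalised to DMSO and cell-free wells, then fitted as concentration-response curves.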
# DRD3 agonist – agonists of human D3 dopamine receptor; P35462; D3R DiscoveRx beta-arrestin cells, luminescence, 90 min; max activation, %; hit rate 0.58% among 410,000; AID 652048; in the data active = max activation above about 30%; also: 0% is about no effect; mostly tested at two doses, the higher about 12 µM
# Target sequence (P35462 whole entry, looked up): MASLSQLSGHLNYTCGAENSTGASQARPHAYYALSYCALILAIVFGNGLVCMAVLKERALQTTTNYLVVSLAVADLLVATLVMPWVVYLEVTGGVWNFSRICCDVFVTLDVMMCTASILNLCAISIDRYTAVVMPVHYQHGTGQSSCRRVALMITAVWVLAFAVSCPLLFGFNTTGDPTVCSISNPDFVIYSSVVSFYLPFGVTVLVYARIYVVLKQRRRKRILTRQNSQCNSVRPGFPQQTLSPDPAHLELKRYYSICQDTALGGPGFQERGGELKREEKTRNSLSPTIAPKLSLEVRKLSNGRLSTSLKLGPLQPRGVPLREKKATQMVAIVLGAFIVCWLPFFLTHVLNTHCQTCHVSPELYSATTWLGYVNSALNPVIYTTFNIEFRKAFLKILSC
#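 Agonist mode: compounds and dopamine controls were applied to plated cells for 90 min at 37 degrees C after an overnight attachment at 1500 cells/well. Luminescent read-out followed 30 - 60 minutes at room temperature with DiscoveRx detection reagent.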
# HT1080-NT tox – kills 2HG-producing HT-1080-NT fibrosarcoma cells | HT-1080-NT fibrosarcoma viability, CellTiter-Glo ATP luminescence, 48 h | Potency, µM (titrated, usually from 46.1 µM), inactives show at the top dose activity, negative = less viability, hits mostly cytotoxic | hit rate 1.6% among 360,000;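 also: NT is the 2HG producing partner of a matched IDH1 knockdown line; potency is read from the fitted curve at half-maximal effect; 0% = DMSO-treated cells and -100% = media-only wells without cells; nearly all actives have a fitted effect of over 55% in size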
#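 HT-1080-NT; 750 cells/well; 5% FBS RPMI; 48 h compound, 37 degrees C; CellTiter-Glo luminescence; curve fitting and curve-class assignment.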
# SW480 rerep – inducers of DNA re-replication in SW480 colon cancer cells; SW480 DNA re-replication, Hoechst DNA content imaging, 48 h; Potency, µM (doses to about 46.1 µM), for the others: top-dose re-replication activation, most hits filed as activators; hit rate 1.8% among 340,000; also: potency is read from the fitted curve at half-maximal effect; % of control where 0% means no effect; nearly all actives have a fitted effect of over 55% in size
#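 Cells (250 per well) received 23 nL compound or DMSO by pin tool and were kept 48 hr at 37 C, 5% CO2. Nuclei were then stained with Hoechst for 40 min and scanned for DNA content.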
# DRD3 antagonist – D3 dopamine receptor (human) antagonism | P35462 | D3R cells, DiscoveRx beta-arrestin luminescence, antagonist mode; stronger effect = lower value | max response, negative = inhibition, % | hit rate 2.5% among 360,000; in the data active = max response below about -50%; inconclusive = no clear call, values can overlap the other calls; also: % is scaled to controls: 0 for no effect and ±100 for the full control effect; mostly tested at two doses, the higher about 12 µM
#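 Cells plated overnight at 1500 cells/well, then exposed to library compounds with dopamine controls for 90 minutes at 37 degrees C. DiscoveRx reagent added for 30–60 minutes at room temperature; luminescence read, quantitative HTS format.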
# KB-3-1 tox – kills parental KB-3-1 adenocarcinoma cells; KB-3-1 viability, CellTiter-Glo ATP luminescence, 72 h; Potency, µM (titrated, usually from 46.1 µM), without a hit: at the top dose activity change, negative = cytotoxic, usual class: cytotoxic; hit rate 1.4% among 400,000; AID 1347075; also: potency is read from the fitted curve at half-maximal effect; % is scaled to controls: 0 for no effect and ±100 for the full control effect; nearly all actives have a fitted effect of over 60% in size
#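 KB-3-1 cells, DMEM (no phenol red) + 10% FBS; compound by pin transfer, 72 h, 37 °C. Readout: CellTiter-Glo luminescence after 10 min. Data normalized, curve-fitted.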
# GLP-1R agonist – agonists of human GLP-1 receptor | P43220 | HEK293 GLP-1R CRE-luciferase, luminescence, 4-6 h; cells express a hypersensitive GLP-1R form | Potency, µM (top dose mostly 45.6 µM), inactives show at the top dose activation, usual class: activators | hit rate 0.007% among 380,000; also: potency is read from the fitted curve at half-maximal effect; % of control where 0% means no effect
# Target sequence (P43220 whole entry, looked up): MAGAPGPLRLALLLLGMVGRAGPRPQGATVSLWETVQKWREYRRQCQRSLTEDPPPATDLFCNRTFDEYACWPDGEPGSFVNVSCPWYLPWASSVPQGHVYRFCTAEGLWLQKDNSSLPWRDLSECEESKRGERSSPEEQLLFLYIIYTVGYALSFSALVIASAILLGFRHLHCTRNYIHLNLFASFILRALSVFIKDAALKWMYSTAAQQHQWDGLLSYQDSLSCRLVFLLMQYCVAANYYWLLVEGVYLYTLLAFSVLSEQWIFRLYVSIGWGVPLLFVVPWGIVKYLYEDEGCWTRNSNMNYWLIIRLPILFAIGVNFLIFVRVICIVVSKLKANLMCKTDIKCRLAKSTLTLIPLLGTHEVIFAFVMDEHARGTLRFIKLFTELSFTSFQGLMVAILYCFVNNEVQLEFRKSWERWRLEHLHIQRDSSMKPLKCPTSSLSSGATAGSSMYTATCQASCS
# An asterisk follows results filed as active; i = inactive; ? = inconclusive; · = not tested or not shown; [ ] = remark or other dose. Unless noted, calls follow the shape of the dose curve; as a rule, active = well fitted curve in the direction sought with a large enough effect; inconclusive = small, poorly fitted or top-dose-only effect, or another doubt; inactive = no such curve, though single readings can be large; an effect the other way counts as inactive or inconclusive.
# Every second line gives: KB-3-1 tox | GLP-1R agonist | KB-V1 cytotox | SW480 rerep | HT1080 IDH1KD tx | DRD3 agonist | DRD3 antagonist | HT1080-NT tox | IL1B secr inh
Cc1ccc(CCNC(=O)C2CCN(C(=O)N(C)C)CC2)cc1
  12% | -3% | 8% | 4% | 8%[9.24 µM] | 4 | 9 | 2% | 9
CN(C)c1ccc(/C=C/C=C2/SC(=S)N(c3ccccc3)C2=O)cc1
  -17% | -22% | ? | -2% | -20% | -10 | -67* | 2% | ?
Cc1cc(C(C)(C)C)oc1C(=O)N(CC(=O)NC1CCCC1)Cc1ccccc1Cl
  -22% | 1% | ? | -7% | ? | -12 | -7 | -27% | ?
O=C1CC(c2ccc(F)cc2)CC(O)=C1C1NCCc2ccccc21 (stereo not given)
  13% | 0% | 9% | -11% | 19% | 1 | 20 | 13% | 33
O=C(NCC(c1cccs1)N1CCOCC1)c1cn(-c2ccccc2)nc1-c1ccc(F)cc1 (stereo not given)
  -17% | 7% | -28% | ? | 0% | -5 | 11 | 11% | -60*
Cc1cc(C)n(/C(=C/N(C)C)C(=O)c2ccccc2)n1
  -2% | -3% | -27% | -9% | 3% | 1 | 13 | 3% | -5
Cc1cc(C)nc(SCc2ccc(F)cc2)n1
  -13% | 12% | 1% | 0% | 11% | 2 | -8 | -10% | 0
O=C(NS(=O)(=O)c1ccccc1)c1cccc(Br)c1
  0% | -6% | 17% | ? | 10% | -2 | -19 | 27% | 39
O=C(NNC(=S)NCC1CCCO1)c1cccc(S(=O)(=O)N2CCOCC2)c1 (stereo not given)
  14% | 1% | 4% | -8% | 2% | -12 | -17 | 3% | -2
CCN1CCN(S(=O)(=O)c2ccc(F)c(C(=O)Nc3c(F)cc(F)cc3Br)c2)CC1
  -2% | 0% | -20% | -10% | 4% | 3 | 4 | 7% | 0
COC(=O)c1cc(=O)n(CCc2ccc(OC)c(OC)c2)c(=Nc2ccc(F)c(Cl)c2)s1
  ? | -2% | 21µM* | 6% | ? | -6 | -9 | 16µM* | -104*
CCSc1nnc(-c2ccccc2N)c(=O)[nH]1
  6% | -2% | ? | -6% | 6% | 11 | 4 | 3% | 21
Cc1c(CCC(=O)O)c(=O)oc2cc(OCc3ccccc3Br)ccc12
  -5% | -7% | 16% | 4% | 5% | 2 | 7 | 2% | 13
Cc1ccc(NC(=O)c2ccc(-n3cccn3)c([N+](=O)[O-])c2)cc1C
  1% | 1% | 9% | -8% | -9% | -6 | ? | -9% | ?
CCC(C)NC(=O)C(NS(=O)(=O)c1cccc2nsnc12)c1ccccc1 (stereo not given)
  11% | 0% | -25% | 0% | 24% | -1 | 19 | 3% | -7
CCCc1nc(SCC(=O)O)c2sc(=S)n(-c3ccccc3)c2n1
  8% | -4% | -2% | 4% | 14% | 1 | 2 | 11% | 15
Cc1cccc(Nc2nnc(SCC(=O)c3ccc(O)cc3O)s2)c1
  -5% | 5% | -13% | -7% | -30% | -20 | -9 | -16% | 0
COc1cc(-n2c(C)nc3cc(C(=O)NCc4ccco4)ccc32)cc(OC)c1OC
  9% | 19% | 0% | -3% | 8% | -13 | -1 | 2% | ?
COc1ccc(NC(=O)CN(C)C(=O)CCCNC(=O)c2ccc(Cl)cc2)cc1
  17% | 2% | 2% | -1% | 1% | 19 | 6 | 5% | 2
CCOc1ccc(-c2cc(C)n3nc(C(N)=O)cc3n2)cc1
  3% | -6% | 5% | -3% | -6% | 0 | 59 | -4% | 22
COC(=O)N/N=C/c1ccccc1Cl
  3% | 0% | 11% | 8% | 13% | 6 | -3 | 0% | -16
CCOC(=O)CN(C)S(=O)(=O)c1ccc(-c2cc(C(=O)OC)sc2C(F)(F)F)cc1
  -11% | -1% | 15% | ? | -7% | 4 | 0 | -5% | 5
O=C(Nc1ccc(S(=O)(=O)N2CCCC2)cc1)c1cnccn1
  -6% | 11% | -2% | -17% | 6% | 18 | -8 | 27% | 8
COC(=O)[C@@]12C[C@@H](CC(=O)NCc3ccc(C)o3)C(=O)N(CCc3ccc(OC)c(OC)c3)C1=CCC(C)(C)C2
  ? | · | 18µM* | · | -16% | 3 | 7 | -22% | ?
C[C@@H](C(=O)NC1CCCCC1)N1C(=O)N2CCc3c([nH]c4ccccc34)[C@@]2(C)C1=O
  0% | 13% | -21% | 2% | -3% | -54 | ? | -8% | 6
Cc1ccnc(NS(=O)(=O)c2ccc(NC(=O)c3ccc(S(=O)(=O)N(C)C)cc3)cc2)n1
  0% | -6% | ? | -68%[inhibitor] | 17% | 2 | 2 | -1% | 16
CCOC(=O)c1sc(NC(=O)c2ccncc2)nc1C
  0% | 2% | 1% | -25% | 9% | 1 | ? | 18% | -12
O=C(c1cc(COc2c(F)cccc2F)on1)N1CCCCCC1
  1% | 1% | -25% | -2% | 2% | -9 | -3 | -1% | i
CCCCc1c(O)nc2sc3cc(OC)ccc3n2c1=O
  21% | -7% | 2% | -3% | 7% | 1 | 0 | 16% | 28
CCNC(=O)[C@H]1O[C@@H](n2cnc3c(N)nc(NCCc4ccc(CCC(=O)O)cc4)nc32)[C@H](O)[C@@H]1O
  0% | 4% | -1% | ? | 0% | -1 | -9 | -3% | 25

# The list goes on, starting with the last 3 of the part before.
# Every second line gives: KB-3-1 tox | GLP-1R agonist | KB-V1 cytotox | SW480 rerep | HT1080 IDH1KD tx | DRD3 agonist | DRD3 antagonist | HT1080-NT tox | IL1B secr inh
O=C(c1cc(COc2c(F)cccc2F)on1)N1CCCCCC1
  1% | 1% | -25% | -2% | 2% | -9 | -3 | -1% | i
CCCCc1c(O)nc2sc3cc(OC)ccc3n2c1=O
  21% | -7% | 2% | -3% | 7% | 1 | 0 | 16% | 28
CCNC(=O)[C@H]1O[C@@H](n2cnc3c(N)nc(NCCc4ccc(CCC(=O)O)cc4)nc32)[C@H](O)[C@@H]1O
  0% | 4% | -1% | ? | 0% | -1 | -9 | -3% | 25
Cc1ccc(-c2ccc(C(=O)O)c(C)n2)cc1
  5% | -3% | -2% | 2.3µM* | 10% | 1 | 0 | 3% | 4
Cc1ccc(CNC(=O)CNC(=O)[C@@H]2Cc3ccccc3CN2)cc1
  4% | -1% | 16% | -5% | 2% | -4 | -8 | 16% | 7
COc1cc(OC)c(C(=O)N2CCCC2)cc1OC
  7% | -5% | 7% | -4% | 8% | 4 | 0 | 8% | 9
CCN(c1ccc(NC(=O)COC(=O)CCC(=O)c2ccc(F)cc2)cc1)C(C)C
  -6% | -3% | 17% | -7% | 3% | 1 | 6 | 8% | -1
COc1cccc(/C=N/Nc2nnc(C)n2N)c1OCc1ccccc1Cl
  13% | -2% | 8% | 5% | 9% | 0 | 23 | 6% | 33
Cc1cc[n+](Cc2ccc([N+](=O)[O-])cc2)cc1
  -1% | -1% | 3% | -5% | 3% | 2 | 6 | 1% | 29
COc1ccc2oc(=O)c(C(=O)N3CCCC3)cc2c1
  12% | 9% | -12% | 5% | 19% | 3 | 3 | 18% | -5
CS(=O)(=O)N1CCc2cc(-c3csc(NCC4CCCO4)n3)ccc21 (stereo not given)
  -1% | 15% | ? | 24% | 1% | -6 | 8 | 0% | -68*
Cc1ccc(C(=O)NCCCn2ccnc2)cn1
  15% | -5% | 1% | -9% | 22% | 1 | 22 | 26% | 11
Cc1ccc(NC(=O)C(Cc2ccccc2)NC(=O)c2ccco2)cc1 (stereo not given)
  0% | -1% | 1% | 3% | -27% | -10 | -29 | -13% | 5
C[C@@H](NCCCn1ccc(NC(=O)OCc2ccccc2)nc1=O)c1cccc2ccccc12
  0% | 2% | 0% | ? | -26% | -59 | -11 | -11% | ?

# Nothing new here: an excerpt of the list.
# Every second line gives: KB-3-1 tox | GLP-1R agonist | KB-V1 cytotox | SW480 rerep | HT1080 IDH1KD tx | DRD3 agonist | DRD3 antagonist | HT1080-NT tox | IL1B secr inh
Cc1ccc(C(=O)NCCCn2ccnc2)cn1
  15% | -5% | 1% | -9% | 22% | 1 | 22 | 26% | 11
Cc1ccc(NC(=O)C(Cc2ccccc2)NC(=O)c2ccco2)cc1 (stereo not given)
  0% | -1% | 1% | 3% | -27% | -10 | -29 | -13% | 5

# Structures above with an NH in an aromatic ring (two):
# Every second line gives: KB-3-1 tox | GLP-1R agonist | KB-V1 cytotox | SW480 rerep | HT1080 IDH1KD tx | DRD3 agonist | DRD3 antagonist | HT1080-NT tox | IL1B secr inh
CCSc1nnc(-c2ccccc2N)c(=O)[nH]1
  6% | -2% | ? | -6% | 6% | 11 | 4 | 3% | 21
C[C@@H](C(=O)NC1CCCCC1)N1C(=O)N2CCc3c([nH]c4ccccc34)[C@@]2(C)C1=O
  0% | 13% | -21% | 2% | -3% | -54 | ? | -8% | 6
